Bcl-W Bim block = disrupts Bim peptide binding to human Bcl-W | Q92843 | bead-based flow cytometry | inhibition, % at 10 µM | 190,000 compounds, 0.02% hits | AID 952;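 further: 0% = bound tracer without compound and 100% = peptide blocker; higher means less fluorescent Bim peptide bound to Bcl-W beads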
ABCB1 block = human ABCB1 inhibition, ABCG2 as counter-screen | P08183 | inhibition, % at 6.6 µM | CCRF-Adr cells, JC-1 efflux, flow cytometry | 190,000 compounds, 0.067% hits; in the data active means inhibition above about 40%;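 further: 0% = vehicle and 100% = reference inhibitor; higher value means more JC-1 retained so stronger ABCB1 efflux block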
GSH bead fluor = compound fluoresces at 488/530 nm on GSH beads | GSH beads flow cytometry, compound fluorescence 488/530 nm; hits give high values | 190,000 compounds, 0.25% hits | fluorescence (KMESF) at 10 µM; in the data active means fluorescence above about 89;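 further: glutathione beads carrying GST-tagged Bcl family fusion proteins plus one bare bead set; values are compound well signal with DMSO vehicle wells as background; inactives centre near 16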
Bim-Bcl-2 = disrupts Bim peptide binding to human Bcl-2. P10415. Bead-based flow cytometry, Bim peptide-Bcl-2 binding. inhibition, % at 10 µM. 190,000 compounds, 0.06% hits. AID 950; in the data active means inhibition above about 40%; inconclusive means no clear call, values can overlap the other calls;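 further: 0% = no compound wells with probe peptide and 100% = reference peptide inhibitor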
Bim-Bfl-1 = disrupts Bim binding to human Bfl-1; Q16548; Bead-based flow cytometry, Bim-Bfl-1 binding inhibition; inhibition, % at 10 µM; 190,000 compounds, 0.12% hits;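 further: 0% = wells without compound plus tracer and 100% = blocker peptide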
RGS7-Gao reg = modulates binding of RGS7 to human Galphao; Multiplexed bead flow cytometry; actives lie on both sides; binding response (% of control), % at 10 µM; 220,000 compounds, 0.35% hits; in the data active means binding response below about 49% or above about 150%; inconclusive means no clear call, values can overlap the other calls; inactive means in between;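 further: fluorescent Galphao held in activated GDP-AlF4 state binding bead-coupled RGS7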
Bim-Bcl-B = inhibitors of Bim-Bcl-B interaction, human | inhibition, % at 10 µM | 190,000 compounds, 0.073% hits | bead-based flow cytometry, Bim peptide-Bcl-B binding | Q9HD36;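 further: 0% = tracer peptide without compound and 100% = reference inhibitor peptide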
Bim-Bcl-XL = inhibitors of Bim-Bcl-XL interaction, human; 190,000 compounds, 0.04% hits; Bim peptide-Bcl-XL binding, bead flow cytometry, fluorescence; AID 1007; Q07817; inhibition, % at 10 µM
Target sequence (Q07817 whole entry, looked up): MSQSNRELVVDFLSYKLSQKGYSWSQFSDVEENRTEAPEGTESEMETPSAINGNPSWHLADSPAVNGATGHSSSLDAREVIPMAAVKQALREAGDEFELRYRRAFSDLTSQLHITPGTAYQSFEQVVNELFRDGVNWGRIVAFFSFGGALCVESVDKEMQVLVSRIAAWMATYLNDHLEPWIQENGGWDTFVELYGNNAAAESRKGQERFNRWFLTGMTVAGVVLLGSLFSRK
ABCG2 inh = human ABCG2 inhibition, ABCB1 as counter-screen. 190,000 compounds, 0.1% hits. IgMXP3 cells, JC-1 efflux, flow cytometry. Q9UNQ0. AID 1325. inhibition, % at 6.6 µM;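 active means inhibition above 80%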;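 further: 0% = DMSO and 100% = nicardipine control wells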
Target sequence (Q9UNQ0 whole entry, looked up): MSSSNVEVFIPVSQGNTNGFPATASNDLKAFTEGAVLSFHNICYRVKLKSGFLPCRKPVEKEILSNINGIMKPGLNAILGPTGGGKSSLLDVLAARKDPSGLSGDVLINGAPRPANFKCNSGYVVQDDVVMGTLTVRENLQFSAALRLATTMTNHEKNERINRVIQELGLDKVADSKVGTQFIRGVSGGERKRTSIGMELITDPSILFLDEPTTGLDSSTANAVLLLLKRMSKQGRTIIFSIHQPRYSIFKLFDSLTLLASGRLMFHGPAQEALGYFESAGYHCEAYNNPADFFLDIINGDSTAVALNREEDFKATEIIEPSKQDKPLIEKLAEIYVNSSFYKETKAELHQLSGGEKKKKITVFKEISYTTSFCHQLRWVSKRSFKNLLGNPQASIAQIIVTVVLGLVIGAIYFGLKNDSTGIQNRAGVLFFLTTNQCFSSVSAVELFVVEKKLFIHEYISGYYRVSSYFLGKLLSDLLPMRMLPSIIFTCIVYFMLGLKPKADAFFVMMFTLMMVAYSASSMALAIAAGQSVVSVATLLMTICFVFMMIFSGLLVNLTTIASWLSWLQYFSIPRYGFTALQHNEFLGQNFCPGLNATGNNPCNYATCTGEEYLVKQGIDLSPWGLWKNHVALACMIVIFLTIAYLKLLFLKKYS
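material = IgMXP3 (ABCG2) plus far-red-tagged CCRF-Adr (ABCB1) cells | amount = 3 million cells/mL, equal mix of both lines | also added = JC-1 transporter substrate | dosing = one concentration, 6.6 µM final | schedule = 10 min at 25 °C | measured by = flow cytometric JC-1 green MFI at 530 nm | read-out basis = percent efflux inhibition, scaled nicardipine 100% to DMSO 0%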
RGS4-Gao reg = human RGS4-Galphao interaction regulation; Multiplexed bead flow cytometry, RGS4-Galphao binding; actives lie on both sides; binding response (% of control), % at 10 µM; 220,000 compounds, 0.33% hits; AID 1415; in the data active means binding response below about 49% or above about 150%; inactive means in between;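 further: fluorescent Galphao activated with aluminum fluoride binding bead-coupled RGS4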
Avidin bead fluor = compound fluoresces at 488/530 nm on avidin beads. fluorescence (KMESF) at 10 µM. 220,000 compounds, 0.38% hits. compound fluorescence 488/530 nm, flow cytometry; hits give high values; in the data active means fluorescence above about 47; further: inactives centre near 10
Active calls of the source: *; u = inconclusive; x = no result given. Unless noted, no stated cut-off is given here; in the data, active means inhibition above about 40%.

SMILES	Bcl-W Bim block	ABCB1 block	GSH bead fluor	Bim-Bcl-2	Bim-Bfl-1	RGS7-Gao reg	Bim-Bcl-B	Bim-Bcl-XL	ABCG2 inh	RGS4-Gao reg	Avidin bead fluor
CCCc1cc(=O)oc2c(CN3CCN(C)CC3)c(O)c(Cl)cc12	1	0.3	55	-1	-5	99	0	-2	5	100	8
Cc1ccc(OS(=O)(=O)c2ccccc2)c(/C=N/N=C2\NC(=O)C(C)S2)c1 (stereo not given)	-7	0.8	11	-2	-3	108	-3	-4	13	96	35
COc1ccc(/C(O)=C2\C(=O)C(=O)N(CCN(C)C)C2c2cc(OC)c(OC)c(OC)c2)c(C)c1 (stereo not given)	-1	0.0	31	-10	-10	100	-7	-8	1	102	15
O=C(COC(=O)c1ccc(NS(=O)(=O)c2cccs2)cc1O)NCc1ccccc1	-3	0.0	8	-1	-8	102	-5	-3	2	102	23
CCCS(=O)(=O)N1CCN(Cc2ccncc2)CC1	11	1.0	26	23	30	99	15	25	14	100	18
Cc1onc(-c2c(F)cccc2Cl)c1C(=O)OCC(=O)c1c(N)n(C)c(=O)n(C)c1=O	-3	2.4	16	-5	-5	u	-7	-7	6	100	10
Cc1ccc(NS(=O)(=O)c2ccc(C)c(NC(=O)COc3ccccc3)c2)c(C)c1	-1	0.8	4	-2	-1	97	-6	-5	5	101	3
Cc1cc(OCC(=O)NC(C)C)cc(C)c1Br	-4	0.6	10	-4	-2	94	-8	-8	1	89	6
COC(=O)c1c(C)[nH]c(C(=O)COC(=O)Cc2ccc3c(c2)OCCO3)c1C	0	0.9	11	-4	-3	103	0	2	7	100	18
CN(C)CCNC(=O)Cn1nc(-c2ccc(Cl)cc2)ccc1=O	0	0.2	31	-10	-16	96	-10	3	0	99	9
N#C/C(=C\c1ccc(Cl)cc1)c1nc2ccccc2o1	-4	-1.1	17	-5	-3	102	-7	-7	-7	100	15
COc1ccccc1CN1CCNC(=O)C1CC(=O)NCc1cn(C)nc1C (stereo not given)	0	0.1	11	0	-2	92	0	0	-1	93	17
Cc1ccsc1C(C(=O)NC1CCCCC1)N(C(=O)Cc1cccs1)C1CC1 (stereo not given)	-2	1.6	17	0	1	103	-2	-1	4	99	12
CC1(C)Cc2ccccc2-c2nnnn21	0	-0.1	27	-5	-13	98	-5	-2	-1	98	10
COCCCNc1nc2nonc2nc1N1CCN(Cc2cccc(C)c2)CC1	-1	-2.1	19	-5	-5	93	-4	-1	-5	92	5

Compounds shown so far with two or more sulfur atoms:
SMILES	Bcl-W Bim block	ABCB1 block	GSH bead fluor	Bim-Bcl-2	Bim-Bfl-1	RGS7-Gao reg	Bim-Bcl-B	Bim-Bcl-XL	ABCG2 inh	RGS4-Gao reg	Avidin bead fluor
Cc1ccc(OS(=O)(=O)c2ccccc2)c(/C=N/N=C2\NC(=O)C(C)S2)c1 (stereo not given)	-7	0.8	11	-2	-3	108	-3	-4	13	96	35
O=C(COC(=O)c1ccc(NS(=O)(=O)c2cccs2)cc1O)NCc1ccccc1	-3	0.0	8	-1	-8	102	-5	-3	2	102	23
Cc1ccsc1C(C(=O)NC1CCCCC1)N(C(=O)Cc1cccs1)C1CC1 (stereo not given)	-2	1.6	17	0	1	103	-2	-1	4	99	12

Following part.
SMILES	Bcl-W Bim block	ABCB1 block	GSH bead fluor	Bim-Bcl-2	Bim-Bfl-1	RGS7-Gao reg	Bim-Bcl-B	Bim-Bcl-XL	ABCG2 inh	RGS4-Gao reg	Avidin bead fluor
O=C(NCc1cccs1)c1ccc(S(=O)(=O)N2CCOCC2)cc1	-2	0.3	13	-2	3	94	0	0	0	100	5
CCC(C)(C(=O)NC1CCCCC1)N(Cc1cccs1)C(=O)c1ccccn1 (stereo not given)	-2	0.2	12	0	-4	105	-2	-3	5	102	16
O=C(NCc1ccccc1)C(=O)NCC(c1ccco1)N1CCN(c2ccccc2F)CC1 (stereo not given)	-2	0.2	10	-3	-1	u	-6	-3	-1	100	8
N=C1C(c2nc(-c3cccc([N+](=O)[O-])c3)cs2)=C(O)CN1NC(=O)c1ccco1	-4	0.2	14	-6	-8	u	-4	-3	2	95	8
COC(=O)c1cc(Br)c(=O)n(CCc2ccc(O)cc2)c1	0	0.2	14	-2	-2	102	-4	-5	4	105	39
CCOC(=O)C1(C)NC(c2ccc(N(C)C)cc2)C2C(=O)N(c3ccc(OC)cc3)C(=O)C21 (stereo not given)	1	0.5	15	1	-1	105	0	-1	3	104	19
CCOC(=O)c1ccc(Oc2nc(OC)cc(OC)n2)cc1	-3	1.8	17	-3	3	u	0	-2	23	102	14
COc1ccc(C(=O)N2CCN(C(C)=O)CC2)cc1S(=O)(=O)N1CCOCC1	-3	-0.2	10	-3	-9	90	-3	-5	1	89	24
O=C(NC(=S)Nc1cccc(NC(=O)c2ccccc2)c1)c1cccc([N+](=O)[O-])c1	-5	0.1	12	-5	-9	108	-10	-8	-1	103	11
CCN(CC)C(=O)CSc1ncnc2sccc12	0	0.6	20	-2	-3	103	5	-2	7	103	7
Cc1ccc(C(=O)c2cc([N+](=O)[O-])ccc2N2CCCCC2)c(C)c1	-4	-0.3	12	2	1	98	-6	-2	-3	97	9
CC(C)CCNC(=O)C(C)N(Cc1ccc(F)cc1)C(=O)c1ccc(CN2CCCCC2)o1 (stereo not given)	-5	2.1	34	-11	-15	97	-9	-23	5	100	6
CCCOc1ccc(C(=O)NC(=S)Nc2nc3ccccc3s2)cc1	0	0.4	27	-2	0	103	-1	0	3	100	10
CCc1c(C)sc(NC(=O)OC)c1C(N)=O	-4	0.5	25	-4	-3	93	-1	-3	3	95	12
FC(F)(F)c1ccc(Nc2nnnc3ccccc23)cc1	-2	-0.4	18	2	-5	99	-4	0	6	102	9
COc1cc(OC)c(NS(=O)(=O)c2cc(C(=O)OCC(=O)NCC3CCCO3)ccc2OC)cc1Cl (stereo not given)	-1	0.1	16	-4	-6	101	-4	-1	2	98	16
CS(=O)(=O)N1CCN(C(=O)COc2ccccc2)CC1	0	-0.1	9	-1	-6	97	1	-1	-1	98	7
Cc1ccccc1NC(=O)CCN1CCN(C/C=C/c2ccccc2)CC1	-3	0.2	22	-3	-2	103	-2	-4	0	101	33
CCN(Cc1cc(=O)n2ccsc2n1)Cc1nc2ccccc2c(=O)[nH]1	-4	1.6	15	-7	-5	u	-4	-4	-1	98	11
COc1ccccc1C(c1nnnn1Cc1ccccc1)N1CCC(C(N)=O)CC1 (stereo not given)	-3	1.1	16	-1	0	99	-7	-3	7	101	6
COc1ccc(N2CCN(c3nc(NC(C)(C)C)nc(N4CCCCC4)n3)CC2)cc1	0	0.7	29	-12	-10	108	-7	-6	2	103	11
CC1CCN(S(=O)(=O)c2cnc(Cl)c(Br)c2)CC1	-3	0.9	7	0	-1	114	-4	-2	2	108	22
Cc1ccc(S(=O)(=O)N(C)CC(O)Cn2c3ccccc3c3ccccc32)cc1 (stereo not given)	1	0.2	17	-8	-7	106	-9	0	0	105	11
CN(C)CCOc1ncnc2c1oc1ccccc12	0	0.2	11	0	0	96	0	0	0	95	5
COCCCn1cnc2c(c1=O)c1nc3ccccc3nc1n2-c1ccccc1	-3	7.0	29	-10	-19	94	-11	-10	57	95	12
CCCS(=O)(=O)N1CCCC(C(=O)NCCN(Cc2ccccc2)C(C)C)C1 (stereo not given)	0	0.7	7	0	-1	99	1	-1	1	108	18
COC(=O)c1c(Cc2ccccc2Cl)c[nH]c1C	-5	15	23	-4	-4	98	-6	-6	31	101	12
CCN1CCN(C(=O)Cn2ncc3ccsc3c2=O)CC1	0	0.2	22	-7	-14	99	-8	-7	1	102	8
CCOC(=O)/C(C#N)=C/c1ccc(OCC(=O)Nc2cc(C)ccc2C)c(OC)c1	0	0.4	16	1	0	99	2	-2	1	103	37
Cc1sc(NC(=O)C2CCCO2)c(C#N)c1C (stereo not given)	5	0.3	51	-11	-9	101	-15	2	2	98	6
N=c1c2c(n(Cc3ccccc3)c3c1CCC3)CCC2	1	-0.1	11	-9	-16	102	-3	-3	0	102	13
C=CCSc1nc(C)c(CC(=O)OCC(C)C)c(=O)[nH]1	-1	0.2	18	-2	-1	108	-2	0	0	102	48*
COc1cc(C2C3C(=O)N(Cc4ccccc4)C(=O)C3ON2c2ccccc2)cc(OC)c1O (stereo not given)	1	-0.2	19	0	0	97	-1	-3	0	99	10
CCC(=O)NC(NC(=S)Nc1ccc(S(N)(=O)=O)cc1)C(Cl)(Cl)Cl (stereo not given)	-5	-1.2	12	-5	-8	96	-13	-8	-13	93	24
COc1cc(C2C(C(=O)OCCC#N)=C(C)NC3=C2S(=O)(=O)c2ccccc23)cc(OC)c1OC (stereo not given)	0	0.2	4	-2	0	101	0	-4	0	101	17
S=c1nc2ccccc2c2nc(-c3ccccc3)[nH]n12	5	x	16	-1	-2	108	-11	2	x	108	6
O=C(Nc1ccc(N2CCOCC2)c([N+](=O)[O-])c1)c1ccco1	0	0.3	18	1	-2	u	-3	0	7	103	12
CCOC(=O)C1=C(O)C(=O)N(CCCn2ccnc2)C1c1ccc(C)cc1 (stereo not given)	0	0.2	18	-1	-5	90	-3	0	1	93	11
COc1cccc(NC(=O)COC(=O)c2ccccc2C(=O)N2CCN(c3ccccc3)CC2)c1	0	2.6	16	-3	-4	u	-4	0	33	86	10

Random excerpt: 3 entries already listed, in no set order.
SMILES	Bcl-W Bim block	ABCB1 block	GSH bead fluor	Bim-Bcl-2	Bim-Bfl-1	RGS7-Gao reg	Bim-Bcl-B	Bim-Bcl-XL	ABCG2 inh	RGS4-Gao reg	Avidin bead fluor
COc1ccccc1CN1CCNC(=O)C1CC(=O)NCc1cn(C)nc1C (stereo not given)	0	0.1	11	0	-2	92	0	0	-1	93	17
O=C(NCc1ccccc1)C(=O)NCC(c1ccco1)N1CCN(c2ccccc2F)CC1 (stereo not given)	-2	0.2	10	-3	-1	u	-6	-3	-1	100	8
O=C(COC(=O)c1ccc(NS(=O)(=O)c2cccs2)cc1O)NCc1ccccc1	-3	0.0	8	-1	-8	102	-5	-3	2	102	23
